TNAP activation fold: human TNAP enzyme activators, primary screen, biochemical, luminescent, no phosphate acceptor, uHTS (AID 1001) | 0.03% of 200,000 active | one-dose activation fold at 20 µM; EC50 in µM for titrated hits | purified TNAP, luminescent activation assay, no phosphate acceptor; higher activation fold means a stronger effect | Alkaline phosphatase, tissue-nonspecific isozyme (Homo sapiens); in the data active = activation fold from about 3, or a potency from the dose series; inactive = the rest, 99 in 100 with activation fold below about 1.6; also: many of its hits are not listed in these tables
West Nile virus CPE: West Nile virus antiviral activity, cell-based, CPE readout (AID 1621) | West Nile virus-infected cells, CPE inhibition; higher % means a stronger effect | CPE inhibition, % at 10 µM, or IC50 in µM where a hit was titrated | 0.02% of 290,000 active; in the data active = a potency from the dose series; inconclusive = CPE inhibition mostly from about 3.7% at the one dose, without a potency; inactive = the rest, 99 in 100 with CPE inhibition below about 2.2%; also: strong numbers were not always called active
PMI inhibition: human PMI inhibitors, high substrate, primary screen, biochemical, fluorescence intensity, high mannose 6-phosphate (AID 1220) | 0.66% of 190,000 active | recombinant PMI enzyme, coupled fluorescence intensity; higher % means a stronger effect | one-dose inhibition, % at 20 µM; IC50 in µM for titrated hits | Mannose-6-phosphate isomerase (Homo sapiens)
Large T inhibition: SV40 large T antigen inhibitors, biochemical (AID 1903) | SV40 large T antigen ATPase/helicase inhibition assay; higher % means a stronger effect | inhibition, % at 20 µM, or IC50 in µM where a hit was titrated | 0.39% of 310,000 active; in the data active = a potency from the dose series; inconclusive = inhibition mostly from about 32% at the one dose, without a potency; inactive = the rest, 99 in 100 with inhibition below about 32%; also: strong numbers were not always called active
human PMI inhibition: inhibitors of human PMI, primary screen, biochemical, fluorescence intensity, coupled assay (AID 1209); Mannose-6-phosphate isomerase (Homo sapiens); purified PMI enzyme, coupled fluorescence intensity; higher % means a stronger effect; inhibition, % at 20 µM, or IC50 in µM where a hit was titrated; 0.42% of 190,000 active;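 also: plate controls were DMSO vehicle for no effect and wells lacking substrate for full effect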
RSV antiviral HEp-2: RSV antiviral activity via CPE protection, HEp-2 cells, primary 10 µM value included (AID 2391). 0.13% of 310,000 active. HEp-2 cells, RSV-induced CPE inhibition; higher % means a stronger effect. CPE inhibition, % at 10 µM; hits with a dose series show IC50 in µM; in the data active = a potency from the dose series; inconclusive = CPE inhibition mostly from about 23% at the one dose, without a potency; inactive = the rest, 99 in 100 with CPE inhibition below about 21%; also: strong numbers were not always called active
CSM14.1 death rescue: rescue of cells from ER stress-induced death, primary screen, 384-well, CSM14.1, thapsigargin, ATP luminescence (AID 1222). CSM14.1 thapsigargin-induced death rescue, ATP luminescence; higher % means a stronger effect. 190,000 tested, under 10 active. cellular ATP content (survival), % at 20 µM; hits with a dose series show EC50 in µM;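 active = EC50 below 50 µM in the dose-response confirmation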;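 also: death triggered by thapsigargin at about 15 µM added after 2 h compound pretreatment; cell ATP read after overnight thapsigargin exposure of roughly 18 to 22 hours; normalized against plate controls of thapsigargin alone and 5% DMSO vehicle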
PhoP inhibition: inhibitors of PhoP regulon expression, primary screen, Salmonella Typhimurium, GFP reporter (AID 1863). S. Typhimurium PhoP-regulated promoter GFP reporter, 4 h; higher % means a stronger effect. inhibition, % at 50 µM; hits with a dose series show IC50 in µM. 0.16% of 300,000 active;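 active = inhibition over 29.93%, a cutoff 3 SD above the screen mean, later confirmed by dose response; inconclusive = inhibition over 29.93% but no dose response follow-up; inactive = inhibition at most 29.93% or unconfirmed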;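 also: 0% = low Mg2+ inducing control and 100% = high Mg2+ repressing control; strong numbers were not always called active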
Insulin prom up: insulin promoter activators in MIN6 cells, imaging, high-content screening, mouse beta cells; AID 1625, 2009; MIN6 insulin promoter-GFP reporter; hits give high values; z-score at 5 µM; 0.3% of 190,000 active;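 active = z-score above 3 at 5 µM with at least 500 cells counted in the well; inconclusive = wells under 500 cells, flagged as cytotoxic or low count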
Insulin prom up cell count: further read-out of Insulin prom up, marked with its call; cell count; measured here: cytotoxicity, nuclei count;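 total cells summed across four imaged fields per well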
* = called active by the depositor; ? = inconclusive; nt = not tested or not shown. Rule as the data show it, unless noted: active = inhibition above about 50%; inactive = the rest.

Molecule	TNAP activation fold	West Nile virus CPE	PMI inhibition	Large T inhibition	human PMI inhibition	RSV antiviral HEp-2	CSM14.1 death rescue	PhoP inhibition	Insulin prom up	Insulin prom up cell count
COC(=O)c1ccccc1NC(=O)C1CCN(C(=O)c2cc(OC)c(OC)c(OC)c2)CC1	1.2	-0.4%	-4%	4%	-8%	nt	-0.7%	-11%	1.8	904
Cc1ccc(CNC(=O)C23CN(Cc4ccccc4)CC2C(c2ccc([N+](=O)[O-])cc2)=NO3)cc1 (centres undefined)	1	-1.3%	-5%	-2%	9%	7.8%	-0.4%	15%	-1.1	1267
c1ccc2nc3c(cc2c1)CCCCCC3	1.1	-0.1%	5%	3%	4%	0.8%	-4.0%	-1%	nt	nt
COC(=O)c1cc2oc(C)cc2n1CC(=O)Nc1ccc(C)c(C)c1	1.1	-0.5%	9%	18%	12%	-0.2%	nt	18%	-0.14	1216
O=C(CN1CCN(Cc2ccccc2F)C1=O)NCC1CCCO1 (centres undefined)	nt	0.1%	nt	19%	nt	0.2%	nt	0%	-0.25	1094
O=C(Nc1ccc2c(c1)OCCO2)C1CCN(S(=O)(=O)c2cccc3nsnc23)CC1	1.1	-0.1%	9%	-1%	13%	1.7%	-0.5%	3%	nt	nt
CCOC(=O)COn1c(=O)c(-c2cccs2)[n+]([O-])c2ccccc21	1.1	-0.2%	32%	7%	17%	2.3%	21%	0%	0.01	1275
COc1cc(NC(=S)N2CCN(C(=O)c3ccco3)CC2)c(OC)cc1Cl	1.2	-0.6%	20%	9%	19%	1.6%	1.9%	-15%	0.92	1564
Cc1ccccc1C(=O)Nc1ccccc1NC(=O)c1ccccc1Br	nt	-0.7%	nt	12%	nt	0.9%	nt	-5%	nt	nt
CC(C)(C)N(NC(=O)OCc1ccccc1)C(=O)c1ccccc1	1.1	-0.8%	2%	17%	-6%	3.0%	0.5%	4%	-0.09	1390
CCc1nc2sc3c(c2c(=O)n1N)CCC3	1.1	0.8%	4%	9%	8%	0.7%	-0.3%	1%	0.4	1463
CCN(CC)CCCn1c(C)cc2c(c1=O)C(c1cc(OC)c(OC)cc1OC)C(C#N)=C(N)O2 (centres undefined)	1.1	0.3%	-2%	2%	-1%	0.3%	-0.1%	-10%	0.57	1287
O=C(CSC(=S)N1CCSCC1)c1ccccc1	1.2	-0.2%	8%	9%	-6%	nt	-1.4%	10%	1	1210
CCCn1c(NCc2cc(C)ccc2O)nc2ccccc21	1.1	-1.6%	10%	11%	14%	?	-2.1%	8%	nt	nt
O=C(O)c1cccc(-n2cccc2/C=C2/NC(=O)N(c3cccc(Cl)c3)C2=O)c1	nt	0.3%	nt	37%	nt	2.1%	nt	-8%	-0.78	1122

Profiles, quoted from the list:
Shown for O=C(CSC(=S)N1CCSCC1)c1ccccc1 = TNAP activation fold: 1.2; West Nile virus CPE: -0.2%; PMI inhibition: 8%; Large T inhibition: 9%; human PMI inhibition: -6%; RSV antiviral HEp-2: nt; CSM14.1 death rescue: -1.4%; PhoP inhibition: 10%; Insulin prom up: 1; Insulin prom up cell count: 1210
Shown for O=C(CN1CCN(Cc2ccccc2F)C1=O)NCC1CCCO1 (centres undefined) = TNAP activation fold: nt; West Nile virus CPE: 0.1%; PMI inhibition: nt; Large T inhibition: 19%; human PMI inhibition: nt; RSV antiviral HEp-2: 0.2%; CSM14.1 death rescue: nt; PhoP inhibition: 0%; Insulin prom up: -0.25; Insulin prom up cell count: 1094

Remaining list, next part.
Molecule	TNAP activation fold	West Nile virus CPE	PMI inhibition	Large T inhibition	human PMI inhibition	RSV antiviral HEp-2	CSM14.1 death rescue	PhoP inhibition	Insulin prom up	Insulin prom up cell count
Cc1cccc(/C=C\c2nc3ccccc3c(=O)[nH]2)c1	1	0.0%	-10%	5%	-9%	3.8%	-10%	0%	-0.22	1134
COc1ccc(N(C)C(=O)c2sc(Cl)nc2C)cc1	nt	-0.2%	nt	7%	nt	4.0%	nt	-7%	nt	nt
CC(C)(C)c1cn(-c2ccc(F)cc2)c(=S)[nH]1	1.1	-0.4%	5%	19%	3%	0.0%	-2.3%	4%	-0.72	1010
COc1cccc(N2CCC(N3CCN(C)C(CCO)C3)CC2)c1 (centres undefined)	nt	0.2%	nt	1%	nt	-1.0%	nt	2%	nt	nt
O=C(Cc1c[nH]c2ccccc12)Nc1nc2ccccc2[nH]1	1.1	-0.1%	6%	-2%	2%	3.2%	6.6%	19%	0.1	1129
c1ccc(Cn2nnc3ccccc32)cc1	nt	0.1%	nt	4%	nt	1.4%	nt	2%	nt	nt
CC1(C)[C@@H](O)CC[C@]2(C)[C@H]3C(=O)C=C4[C@@H]5C[C@@](C)(C(=O)O)CC[C@]5(C)CC[C@@]4(C)[C@]3(C)CC[C@@H]12	1.1	0.3%	-8%	16%	-6%	1.4%	5.1%	1%	nt	nt
Cc1nn(Cc2c(F)c(F)c(F)c(F)c2F)c(C)c1NC(=O)c1ccc(COc2ccccc2Cl)cc1	1.1	-0.6%	2%	6%	-1%	nt	-1.3%	3%	-1.4	657
Cc1ccccc1CS(=O)(=O)Cc1ccc(C(=O)NCCc2ccccc2)o1	nt	-0.4%	nt	6%	nt	14%	nt	-1%	nt	nt
Cc1nc(N2CCC(C)CC2)c2oc3ccccc3c2n1	1.1	-0.6%	0%	8%	11%	-0.8%	-2.3%	3%	-0.72	1193
CCN1C(=O)C2(C(C#N)=C(N)Oc3n[nH]c(COC)c32)c2ccccc21 (centres undefined)	1	0.7%	2%	4%	7%	-0.3%	-0.6%	-12%	nt	nt
Cc1cccc(NC(=S)NCCc2ccc(F)cc2)c1C	1.1	-0.9%	-2%	-5%	-3%	4.4%	-0.4%	4%	0.65	1552
CCOc1ccccc1NC(=O)COC(=O)C(CC)c1ccccc1 (centres undefined)	1.2	0.0%	64%*	11%	9%	2.4%	0.7%	-3%	-0.53	1212
Cc1sc(NC(=O)c2ccco2)nc1-c1ccccc1	1.1	0.1%	13%	8%	11%	10%	-2.8%	-2%	-0.01	1811
CC(=O)CSc1ncnc2scc(-c3ccc(F)cc3)c12	1.1	-0.8%	5%	-7%	13%	1.4%	0.9%	-2%	-0.66	1442
C=CCn1c(=O)c2ccccc2n2c(SCC(=O)NCc3cccs3)nnc12	1.2	-0.2%	-6%	-4%	-9%	1.0%	-0.3%	-8%	-0.5	953
O=C(CCN1CCCC1)Nc1ccccc1	1	-0.4%	7%	9%	1%	-0.2%	3.1%	-4%	-1	1202
CC(C)[C@H](NC(=O)C1CCN(S(=O)(=O)c2ccccc2)CC1)C(=O)NCc1ccccn1	nt	-0.7%	nt	5%	nt	1.0%	nt	-5%	nt	nt
CN(C)c1ncc(CN2CCC(CO)(CCCc3ccccc3)CC2)s1	nt	-0.1%	nt	7%	nt	0.1%	nt	-11%	-0.44	1073
Cc1ccc(NC(=O)N2CCC(C(=O)NCc3ccccc3)CC2)cc1	1.1	0.2%	-8%	-4%	-4%	0.7%	-1.1%	-18%	0.25	1095
CCCCNc1c(NC(C)=O)c(=O)oc2ccccc12	1.1	-0.4%	-8%	-3%	2%	-0.7%	-2.2%	6%	-0.4	1510
CC(C)(C)c1ccc(OCC(=O)NNC(=O)Cc2cccs2)cc1	1.4	nt	-6%	-6%	-8%	2.1%	-1.4%	18%	-0.34	1681
COc1ccccc1-c1cn(C(C)(C)C)nc1C	1.1	-0.7%	-2%	4%	0%	3.1%	nt	6%	-0.37	1270
Cc1cc(NC(=O)CSc2ccccn2)cc(NC(=O)CSc2ccccn2)c1	nt	-0.8%	nt	3%	nt	4.6%	nt	1%	nt	nt
O=C(COc1cccc2ccccc12)NNC(=O)Nc1ccccc1	1.1	0.0%	11%	0%	6%	0.8%	1.2%	3%	1.4	1379
Cc1cc(C)cc(NC(=S)N2CCC(NC(=O)c3ccco3)CC2)c1	nt	-0.3%	nt	14%	nt	0.0%	nt	-4%	nt	nt
Cc1ccc(C(=O)N2C3C=CC(C3)C2(C(F)(F)F)C(F)(F)F)cc1 (centres undefined)	1	-0.1%	0%	10%	-10%	1.5%	-0.9%	-5%	-0.64	1558
COc1ccccc1N/C=C/C(=C(C#N)C#N)N(C)C	1.1	-0.5%	17%	55%	-2%	-1.2%	-1.0%	-3%	0.8	1385
COc1cc(NC(=O)C2C3C=CC(C3)C2C(=O)O)ccc1NC(=O)c1ccccc1 (centres undefined)	nt	-0.6%	nt	9%	nt	2.0%	nt	5%	nt	nt
O=C(NC1CCCC1)C1CCN(C(=O)c2cc(Cl)ccc2Cl)CC1	nt	-0.6%	nt	11%	nt	0.9%	nt	-2%	nt	nt
O=[N+]([O-])c1ccc(C(O)CN2CCN(c3ccccc3)CC2)cc1 (centres undefined)	nt	-1.0%	nt	23%	nt	1.8%	nt	2%	nt	nt
CCn1c(Cc2ccc(OC)cc2)nnc1SCC(=O)NC1CC1	nt	-0.3%	nt	1%	nt	0.6%	nt	-1%	nt	nt
O=C(CCc1nnc(CCC2CCCCC2)o1)NCCc1ccccn1	1.1	-0.5%	-4%	11%	0%	0.3%	-2.5%	-7%	0.48	1387
O=C(O)C1C2C=CC(C2)C1C(=O)Nc1ccc(C(=O)N2CCCCC2)c(Cl)c1 (centres undefined)	1.1	0.1%	9%	10%	13%	2.1%	-1.5%	2%	0.32	1299
COc1ccc(-c2csc(C)n2)cc1	1.1	0.3%	-3%	14%	-3%	1.0%	-3.6%	4%	nt	nt
COc1ccc(C(=O)NCc2cn3c(C)csc3n2)cc1OC	1.1	-0.2%	-9%	19%	-7%	-1.3%	0.5%	2%	-0.58	1279
Cc1cc(C)nc(SCC(=O)Nc2ccc(S(=O)(=O)Nc3cc(C)on3)cc2)n1	nt	0.0%	nt	14%	nt	1.2%	nt	-3%	nt	nt
COC(=O)c1cn(Cc2c(C)cc(C)cc2C)nn1	1.1	-0.3%	-12%	5%	-5%	2.5%	-1.8%	0%	-0.06	1122
COc1ccc2o/c(=N\O)c(C(=O)Nc3ccc(C)cc3)cc2c1	1	-0.6%	10%	5%	13%	nt	3.2%	-11%	nt	nt
O=C(COc1ncnc2cc(Cl)ccc12)c1ccc2c(c1)OCCO2	nt	0.1%	nt	8%	nt	0.3%	nt	-5%	-0.19	941
N#Cc1c2n(c(=S)n(-c3ccccc3)c1=O)CCCCC2	1.2	0.3%	-11%	8%	-12%	1.4%	-0.2%	-7%	-0.4	1604
CCOC(=O)Cn1nc(C)c(NC(=O)c2ccc(Cl)c([N+](=O)[O-])c2)c1C	1.1	0.8%	-4%	23%	-5%	-0.4%	-0.2%	4%	0.09	1215
CCc1nonc1NC(=O)c1oc2c(C)c(C)ccc2c1C	nt	-0.3%	nt	5%	nt	2.5%	nt	-3%	nt	nt
Cc1cc(S(=O)(=O)Nc2ccc(N3CCOCC3)cc2)ccc1Br	nt	-1.4%	nt	15%	nt	5.5%	nt	5%	nt	nt

Compound activity: PubChem, several laboratories
